Runt-CBFb FRET: inhibitors of RUNX1 Runt–CBFb binding, primary screen, biochemical, FRET, Cerulean-Runt, Venus-CBFb, uHTS. Cerulean-Runt/Venus-CBFb FRET ratio 530/480, 1 h. inhibition, % at 20 µM. AID 1496, 2009. 220,000 compounds, 0.46% hits. Runt-related transcription factor 1 (Homo sapiens) + Core-binding factor subunit beta …;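 active means inhibition over about 50% at 20 µM in the single-dose screen, limit read from the data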;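 further: 0% = DMSO wells and 100% = excess unlabeled CBFb competitor control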
Target sequence (Q01196 whole entry, looked up): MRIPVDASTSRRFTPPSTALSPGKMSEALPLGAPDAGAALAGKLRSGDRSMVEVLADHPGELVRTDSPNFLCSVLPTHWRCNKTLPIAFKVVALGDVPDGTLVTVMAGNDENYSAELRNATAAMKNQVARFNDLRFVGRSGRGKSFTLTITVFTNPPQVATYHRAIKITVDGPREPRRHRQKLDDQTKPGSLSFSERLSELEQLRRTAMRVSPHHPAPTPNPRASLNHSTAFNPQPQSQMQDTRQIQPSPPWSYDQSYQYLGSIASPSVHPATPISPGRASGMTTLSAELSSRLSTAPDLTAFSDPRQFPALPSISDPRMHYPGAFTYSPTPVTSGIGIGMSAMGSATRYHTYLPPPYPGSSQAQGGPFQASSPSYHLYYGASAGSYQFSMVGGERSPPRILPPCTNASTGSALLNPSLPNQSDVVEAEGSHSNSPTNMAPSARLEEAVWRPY
Target sequence (Q13951 whole entry, looked up): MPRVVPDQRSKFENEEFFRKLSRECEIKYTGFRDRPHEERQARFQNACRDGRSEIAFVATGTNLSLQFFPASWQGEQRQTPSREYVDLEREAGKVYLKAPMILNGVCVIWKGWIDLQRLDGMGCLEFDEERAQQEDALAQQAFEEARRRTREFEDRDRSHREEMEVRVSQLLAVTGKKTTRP
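Buffer or medium: Tris pH 7.5 buffer with BSA. Assay system: Cerulean-labeled Runt domain protein. Amount: each fluorescent fusion protein 100 nM. Read-out basis: loss of energy transfer signal. Incubation: 1 h compound exposure, room temperature. Probe or stimulus: Venus-CBFb binding partner, 100 nM. Detection: FRET, excitation 422 nm, emission at 530 and 480 nm.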
Furin inh: human furin inhibitors, primary screen, biochemical, fluorescence intensity. P09958. purified furin, fluorogenic substrate cleavage. inhibition, % at 30 µM. 220,000 compounds, 0.061% hits. AID 463115, 2010; in the data active means inhibition above about 25%; further: inactives centre near -15
p47phox inh: p47phox/p22phox peptide binding inhibitors, primary screen, biochemical, uHTS, NADPH oxidase regulatory subunit; Neutrophil cytosol factor 1 (Homo sapiens), P14598; fluorescence polarization, 2 h; inhibition, % at 24.7 µM; 220,000 compounds, 0.53% hits;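 active means inhibition above about 30%, limit read from the data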;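 further: 0% = p47phox with labelled peptide and 100% = labelled peptide alone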
RBBP9 inhibitor: human RBBP9 inhibitors, primary screen, biochemical, fluorescence polarization, FP-Rh probe, HTS | recombinant RBBP9 | inhibition, % at 7.94 µM | 220,000 compounds, 0.2% hits;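 active means inhibition above the campaign mean of all tested compounds plus 3 SD, cut at about 14% in these data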;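 further: plate controls were DMSO wells with RBBP9 for no effect and wells lacking RBBP9 protein for full effect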
Target sequence (O75884 whole entry, looked up): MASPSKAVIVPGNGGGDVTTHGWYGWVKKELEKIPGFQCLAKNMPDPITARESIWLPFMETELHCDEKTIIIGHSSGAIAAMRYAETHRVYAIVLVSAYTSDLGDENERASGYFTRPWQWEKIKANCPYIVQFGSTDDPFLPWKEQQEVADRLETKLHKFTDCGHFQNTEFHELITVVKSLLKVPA
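System: RBBP9 protein / Buffer or medium: Tris/NaCl buffer pH 8.0 with 0.1% Pluronic / Probe or stimulus: Serine-hydrolase probe FP-Rh, 375 nM pre-mixing / Dosing: 7.94 µM single dose, 0.794% DMSO / Times: enzyme-compound preincubation 30 min, then probe labeling 45 min, 25 °C / Technique: fluorescence polarization (mP), excitation 525 nm, emission 598 nm / Replication: singlicate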
Runt-SMMHC FRET: inhibitors of RUNX1 Runt–CBFb-SMMHC binding, primary screen, biochemical, FRET, Cerulean-Runt, Venus-CBFb-SMMHC, uHTS; 220,000 compounds, 0.74% hits; Cerulean-Runt/Venus-CBFb-SMMHC FRET ratio 530/480, 1 h; AID 1434, 2008; inhibition, % at 20 µM;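 active means mean inhibition across duplicate retests at 20 µM reaching about 50%, limit read from the data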;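 further: 0% = DMSO wells and 100% = wells with excess untagged CBFb-SMMHC; inhibitors lower the FRET ratio by blocking Runt binding to CBFb-SMMHC; some results filed as inactive read as strong as hits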
TbHK1 inh: Trypanosoma brucei hexokinase 1 inhibitors, primary screen, biochemical, G6PDH-coupled NADH absorbance, MLSCN library; 220,000 compounds, 0.11% hits; hexokinase 1 [Trypanosoma brucei]; inhibition, % at 10 µM; recombinant TbHK1, G6PDH-coupled NADH A340;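 active means inhibition of 50% or more in the single-dose primary screen; inactive means inhibition below 50%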
p97 ATPase inh: inhibitors of human p97 ATPase, primary screen, biochemical | Transitional endoplasmic reticulum ATPase (Homo sapiens), P55072 | recombinant p97 ATPase, Kinase-Glo ATP luminescence, 3 h | inhibition, % at 8 µM | 220,000 compounds, 0.42% hits | AID 1481, 2009; in the data active means inhibition above about 15%;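 further: 0% = DMSO vehicle and 100% = wells lacking enzyme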
m-calpain inh: inhibitors of pig calpain II, primary screen, biochemical, fluorogenic peptide substrate, 1536-well; 220,000 compounds, 0.37% hits; purified calpain II, 30 min; inhibition, % at 16 µM;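 active means inhibition above about 50%, limit read from the data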
EBV gp42 block: Epstein-Barr virus gp42 inhibitors, primary screen, biochemical, uHTS, fluorescence polarization; 220,000 compounds, 0.42% hits; inhibition, % (tested at 21.74 µM); Fluorescence polarization binding assay, mP read-out; in the data active means inhibition above about 50%
Target sequence (Q1HVG2 whole entry, looked up): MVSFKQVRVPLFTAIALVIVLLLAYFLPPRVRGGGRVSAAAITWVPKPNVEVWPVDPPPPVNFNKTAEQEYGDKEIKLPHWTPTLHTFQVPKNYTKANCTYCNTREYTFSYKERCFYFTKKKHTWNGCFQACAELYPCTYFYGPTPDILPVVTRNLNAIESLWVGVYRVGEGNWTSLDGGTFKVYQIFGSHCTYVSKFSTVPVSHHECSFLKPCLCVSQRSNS
Active calls of the source: *; / = not tested or not shown; [ ] = another dose, or the depositor's remark. Rows were taken by chance. Share with any hit: about 2.7%.

Sequence of screens – Runt-CBFb FRET	Furin inh	p47phox inh	RBBP9 inhibitor	Runt-SMMHC FRET	TbHK1 inh	p97 ATPase inh	m-calpain inh	EBV gp42 block
S=C1NNC2(CC3CC2C2CCCC32)NN1 (stereo not given)
 : 19.7	-2.2	-5.5	-6.9	7.0	8.8	-4.3	16.1	-2.9
CC(=O)c1cc2c(cc1NC(=O)Nc1cccc(Cl)c1)OCCO2
 : 19.2	-11.6[20 µM]	-14.2	-6.0	62.0*	-11.8	-1.5	-387.6	1.3
COC(=O)c1[nH]c(C)c(/C(O)=C2\C(=O)C(=O)N(CCN3CCOCC3)C2c2cccs2)c1C (stereo not given)
 : 0.2	/	-0.9	/	1.7	/	/	32.5	-7.1
COCCNC(=O)c1onc(CSc2cccc(OC)c2)c1C(=O)O
 : 2.6	-16.4[20 µM]	-4.4	-4.6	-1.1	-3.7	0.7	-19.9	-17.0
COc1cccc(C(=O)NCC(=O)OCC(=O)Nc2cc(OC)c([N+](=O)[O-])cc2C)c1
 : 0.2	-18.0	3.4	-3.3	-2.2	-6.5	2.1	3.7	-12.1
CCOc1cc(/C=N\NC(=O)c2ccc(NC(=O)C(C)(C)C)cc2)ccc1OC(=O)c1ccc(OC)cc1
 : -0.4	-23.8[20 µM]	-7.6	-8.6	-5.2	7.6	3.3	-39.9	4.0
CC(=O)Nc1ccc(Nc2nc3c(S(=O)(=O)c4ccc(C)c(C)c4)nnn3c3ccccc23)cc1
 : -11.4	-3.3	-6.5	-4.8	-19.2	-7.7	-0.4	-64.8	0.4
Nc1nnnn1CC(=O)N/N=C/c1cc([N+](=O)[O-])ccc1Cl
 : 0.0	-21.1	-6.5	-3.4	2.5	-2.1	8.3	-18.7	-3.0
CC(NC(=O)Cn1c(=O)[nH]c2ccsc2c1=O)C12CC3CC(CC(C3)C1)C2 (stereo not given)
 : 1.3	-13.0[20 µM]	-4.2	-2.9	1.0	-2.2	1.2	1.8	-1.5
CCO[C@@H]1OC(C(=O)N2CCOCC2)=C[C@H](C2CCCCC2)[C@H]1CCCO
 : 0.6	-26.5	/	3.4	-0.8	-9.3	1.1	3.5	-3.9
CCN1CCN(C(=O)/C=C\C(=O)O)CC1
 : 0.3	9.1[20 µM]	-1.4	-8.6	-1.0	-11.8	-5.7	-27.4	-12.7
CCN(CC)C(=O)C1CCCN(C(=O)Nc2ccc(NC(=O)N3CCCC(C(=O)N(CC)CC)C3)cc2)C1 (stereo not given)
 : 0.2	-11.3[20 µM]	-5.4	-6.0	2.1	-2.4	0.1	-42.5	-10.6
CCOC(=O)c1cc2c(=O)n3cccc(C)c3nc2n(Cc2cccnc2)c1=N
 : /	-36.2[20 µM]	/	-4.2	/	-1.2	-2.4	/	/
C/C(=N\NC(N)=O)C1(C)CCCCC1
 : 0.6	-5.7[20 µM]	-1.4	-8.1	2.4	8.0	3.8	-1.1	-6.2
CCN(CC)S(=O)(=O)c1cccc(C(=O)Nc2ccc3c(c2)OCO3)c1
 : 0.6	-12.5	2.6	-9.4	-2.9	-11.5	-1.8	2.6	-2.6
COc1ccc(CN(C)CC(=O)Nc2ccc(Cl)cc2C(F)(F)F)c(OC)c1
 : -5.3	-13.8	-2.6	-4.0	-5.0	0.2	1.3	9.5	1.0
C=C(C)CNC(=S)N/N=C/c1ccc(NC(C)=O)cc1
 : 0.4	-4.4	-0.8	-3.6	0.5	-50.1	-3.9	62.0*	6.7
CC(C)C(OC(=O)c1cccc(S(=O)(=O)NCC(F)(F)F)c1)C(=O)NC(N)=O (stereo not given)
 : -0.4	-18.5	1.8	0.7	-1.7	-6.7	2.1	-19.0	-21.5
COc1ccc(NC(=O)c2cc3c(=O)n(C)c4ccccc4c3n2C)cc1Cl
 : -3.1	-17.1	1.6	-7.0	1.8	-28.4	6.9	-79.2	3.3
Cc1ccc(C2C3=C(CCCC3=O)Nc3nc(SCC(=O)NCc4ccco4)[nH]c(=O)c32)cc1 (stereo not given)
 : 2.6	-26.6	-9.4	-3.7	5.0	-1.8	7.2	-233.2	0.2
COc1ccc(C)cc1S(=O)(=O)N1CCC(C)CC1
 : -1.5	-28.7	-3.9	-5.6	0.9	-1.5	-0.6	-10.1	-11.5
Cc1c(C(=O)NCCSc2ccc(Cl)cc2)cccc1[N+](=O)[O-]
 : 0.9	-18.0	-13.0	-10.8	0.2	1.1	4.3	15.0	-9.7
Cc1ccccc1-c1nc(-c2ccc(NC(=O)c3ccc(Br)o3)cc2)no1
 : -3.5	-10.6[20 µM]	-35.9	8.8	2.3	-10.9	-1.0	-46.7	1.3
COC(=O)c1cc(OC)c(OC)cc1NC(=O)c1cccnc1
 : -0.3	-15.8[20 µM]	-9.6	-7.5	0.2	-10.6	3.1	0.0	-8.3
COCCCNc1ncnc2sc3c(c12)CCC(C)C3 (stereo not given)
 : -0.2	-11.1[20 µM]	-7.7	-0.9	-2.4	-3.8	-2.3	-23.8	4.3
CCCc1cc2c(cc1NC(=O)c1ccc(C)cc1)OCO2
 : -2.9	-7.7[20 µM]	-11.6	-2.2	0.1	2.8	0.2	-13.0	-25.9
O=C(O)CN1CCN(Cc2ccccc2Cl)C1=O
 : /	-6.1	/	15.6*	/	-7.5	3.7	/	/
O=c1[nH]c2ccccc2nc1/C=C/c1ccc(O)cc1
 : -195.8	-3.2	-42.7	-8.2	-16.2	-20.3	2.4	-22.1	-50.9
CCCCn1c(=O)nc2n(-c3ccc(C)cc3)c3ccccc3cc-2c1=O
 : 54.3*	-20.3	8.5	-6.6	82.3*	-5.9	0.2	-169.4	-8.5
Cc1ccc(C(=O)CSc2nnc(-c3ccccc3)o2)cc1
 : -0.9	-13.4[20 µM]	-7.4	-4.0	2.2	-5.5	0.9	-15.2	-12.4

An excerpt from above in order of SMILES length, ascending:
Sequence of screens – Runt-CBFb FRET	Furin inh	p47phox inh	RBBP9 inhibitor	Runt-SMMHC FRET	TbHK1 inh	p97 ATPase inh	m-calpain inh	EBV gp42 block
CCN1CCN(C(=O)/C=C\C(=O)O)CC1
 : 0.3	9.1[20 µM]	-1.4	-8.6	-1.0	-11.8	-5.7	-27.4	-12.7
O=C(O)CN1CCN(Cc2ccccc2Cl)C1=O
 : /	-6.1	/	15.6*	/	-7.5	3.7	/	/
COc1ccc(C)cc1S(=O)(=O)N1CCC(C)CC1
 : -1.5	-28.7	-3.9	-5.6	0.9	-1.5	-0.6	-10.1	-11.5
O=c1[nH]c2ccccc2nc1/C=C/c1ccc(O)cc1
 : -195.8	-3.2	-42.7	-8.2	-16.2	-20.3	2.4	-22.1	-50.9
Cc1c(C(=O)NCCSc2ccc(Cl)cc2)cccc1[N+](=O)[O-]
 : 0.9	-18.0	-13.0	-10.8	0.2	1.1	4.3	15.0	-9.7
CCCCn1c(=O)nc2n(-c3ccc(C)cc3)c3ccccc3cc-2c1=O
 : 54.3*	-20.3	8.5	-6.6	82.3*	-5.9	0.2	-169.4	-8.5
COc1ccc(NC(=O)c2cc3c(=O)n(C)c4ccccc4c3n2C)cc1Cl
 : -3.1	-17.1	1.6	-7.0	1.8	-28.4	6.9	-79.2	3.3
COc1ccc(CN(C)CC(=O)Nc2ccc(Cl)cc2C(F)(F)F)c(OC)c1
 : -5.3	-13.8	-2.6	-4.0	-5.0	0.2	1.3	9.5	1.0
Cc1ccc(C2C3=C(CCCC3=O)Nc3nc(SCC(=O)NCc4ccco4)[nH]c(=O)c32)cc1 (stereo not given)
 : 2.6	-26.6	-9.4	-3.7	5.0	-1.8	7.2	-233.2	0.2

Further compounds.
Sequence of screens – Runt-CBFb FRET	Furin inh	p47phox inh	RBBP9 inhibitor	Runt-SMMHC FRET	TbHK1 inh	p97 ATPase inh	m-calpain inh	EBV gp42 block
O=c1cc(CSc2ccc(Cl)cc2)nc(-c2ccccc2)[nH]1
 : -1.9	-40.5	-3.2	-0.1	2.5	4.6	4.4	-27.2	-21.1
COc1ccc2nc(NC(=O)Cn3cnc4c(=O)n(C)c(=O)n(C)c43)sc2c1
 : -0.8	-15.5[20 µM]	0.1	-0.9	0.6	-0.3	-6.7	-3.0	-8.4
O=C(CC1C(=O)NCCN1Cc1c(F)cccc1Cl)NC1CCCC1 (stereo not given)
 : -0.1	-22.9	-9.7	-10.5	1.9	-9.2	-1.2	-14.4	-0.8
Cn1c(Cc2csc(N)n2)nnc1SCC(=O)NC1CCCCC1
 : 3.7	-21.5[20 µM]	-8.4	8.1	-8.6	3.7	2.6	-10.7	-7.5
CC(CCc1ccccc1)NC(=O)CNC(=O)COc1ccccc1 (stereo not given)
 : -1.7	-19.5	12.7	4.7	1.4	-1.3	0.1	-7.0	-1.2
O=C(NCc1ccccc1)C1=C[C@H](C2CCCCC2)C[C@H](OCc2ccc(CO)cc2)O1
 : -1.1	-5.6	-2.0	-0.4	-5.4	-8.8	-3.6	37.9	-6.8
O=C(NCCc1ccccc1)c1ccc(-c2ccc(F)cc2)o1
 : 0.9	-18.4	-7.3	4.0	1.7	3.7	1.3	-1.5	4.2
COC(=O)c1sc2nc(CN3CCN(c4ccc(OC)cc4)CC3)[nH]c(=O)c2c1C
 : 2.8	-22.3	-67.9	-2.4	-6.1	-5.2	1.6	16.1	-27.8
O=C1C2C3CC(C(Br)C3Br)C2C(=O)N1c1ccccn1 (stereo not given)
 : -1.4	-17.4[20 µM]	-11.8	0.8	-0.3	-2.2	-2.1	11.3	-6.3
CCN(CC)S(=O)(=O)c1ccc(-c2nnc(SCc3nnc(-c4ccc(C)cc4)o3)n2CC)cc1
 : -3.8	-20.5[20 µM]	-11.4	-3.7	-2.5	-9.9	-0.1	-5.7	-14.7
O=C(OCC(=O)N1CCCC1)c1ccc(S(=O)(=O)N2CCOCC2)cc1
 : -1.3	-31.2	-7.8	1.4	-0.3	-4.2	1.9	1.7	-12.1
COc1cccc(CC2(CO)CCCN(Cc3cn[nH]c3-c3ccc(F)cc3)C2)c1 (stereo not given)
 : 0.2	-37.1	/	-1.9	-1.5	2.7	0.7	-4.0	-4.9
COc1ccc(N2CCN(C(CNC(=O)C(=O)NCc3cccnc3)c3ccco3)CC2)cc1 (stereo not given)
 : -0.4	-28.0	-7.6	3.0	-3.5	-0.7	0.7	-8.9	-8.2
COc1ccc(OC)c(CN(CCCN2CCOCC2)S(=O)(=O)c2ccc(NC(C)=O)cc2)c1
 : 0.4	-14.7	-9.4	-8.0	0.8	-7.4	0.8	-14.7	-8.0
Cc1cc(C)c(C#N)c(SCC(=O)c2ccccc2)n1
 : 11.3	-17.1	-14.0	-3.7	7.1	1.0	3.9	5.1	-12.3

Screening results from PubChem BioAssay.
